# S1P3 antag = blocks the human S1P3 receptor. Q99500. CHO S1P3 NFAT-BLA reporter, FRET fluorescence, antagonist mode. inhibition, % at 4.98 µM. 170,000 compounds, 0.27% hits. AID 485;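 active = inhibition above the plate cutoff, the mean inhibition of test wells on that plate plus 3 SD, cut at about 28% in these data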;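 also: cells challenged with S1P at its EC80 of 0.8 µM; blue over green emission ratio from cleaved BLA substrate after 4 h stimulation; 0% = S1P-stimulated wells and 100% = unstimulated DMSO-only wells; some compounds past the cut are filed as inactive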
# Target sequence (Q99500 whole entry, looked up): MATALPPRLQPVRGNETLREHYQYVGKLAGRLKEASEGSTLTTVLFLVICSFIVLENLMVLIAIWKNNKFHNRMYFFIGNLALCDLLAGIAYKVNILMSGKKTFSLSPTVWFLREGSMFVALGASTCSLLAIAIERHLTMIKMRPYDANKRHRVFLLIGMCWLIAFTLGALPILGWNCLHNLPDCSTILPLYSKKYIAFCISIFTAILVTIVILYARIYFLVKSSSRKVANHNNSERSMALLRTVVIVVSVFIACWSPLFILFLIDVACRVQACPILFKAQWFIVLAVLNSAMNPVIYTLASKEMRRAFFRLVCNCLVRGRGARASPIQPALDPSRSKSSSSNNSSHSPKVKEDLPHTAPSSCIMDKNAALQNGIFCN
# ROMK primary = human ROMK K+ channel modulation, primary screen. P48048. 130,000 compounds, 2% hits. Tet-inducible ROMK, thallium flux fluorescence; actives lie on both sides. AID 1918. B-score at 10 µM;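 active = signal ratio slope over the read window, or its plate-corrected B-score, at least 3 SD from the plate mean, either direction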;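 also: B-score of the F/F0 ratio slope over 7 to 12 s after thallium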
# Target sequence (P48048 whole entry, looked up): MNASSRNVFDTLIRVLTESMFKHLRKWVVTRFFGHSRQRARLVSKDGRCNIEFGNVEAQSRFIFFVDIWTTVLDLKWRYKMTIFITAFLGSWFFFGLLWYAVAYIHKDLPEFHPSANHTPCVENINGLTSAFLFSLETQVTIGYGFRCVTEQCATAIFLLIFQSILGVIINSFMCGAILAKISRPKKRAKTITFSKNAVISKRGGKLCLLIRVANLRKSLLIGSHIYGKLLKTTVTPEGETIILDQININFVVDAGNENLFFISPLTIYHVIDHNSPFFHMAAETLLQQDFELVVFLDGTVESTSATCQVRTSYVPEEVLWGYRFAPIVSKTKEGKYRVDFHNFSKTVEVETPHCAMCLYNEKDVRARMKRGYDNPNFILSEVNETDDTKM
# * hit, by the source's call; . = not tested or not shown.
SMILES,S1P3 antag,ROMK primary
CCOC(=O)C(O)(c1ccc(NC(=O)NC)cc1)C(F)(F)F (stereo unspecified),8,.
O=C1NC(=O)C(=Cc2ccc(Sc3ccccc3)o2)C(=O)N1,1,.
O=C1NC(=O)N(c2cccc(F)c2)C(=O)/C1=C/c1ccc(N2CCOCC2)cc1,1,.
NC(Cc1nc2ccccc2[nH]1)c1ccc(Cl)cc1 (stereo unspecified),-2,.
CCCCC(=O)N/N=C/c1c(O)n(-c2cccc3ccccc23)c(=O)[nH]c1=O,-1,.
CCOC(=O)c1ccc(N=C(C)c2c(O)[nH]c(=O)[nH]c2=O)cc1,-7,.
CCOc1ccc(-c2cc(C)[n+](CCN(CC)CC)c(-c3ccc(OCC)cc3)c2)cc1,3,.
O=C(N/N=C/c1c(O)n(CCc2ccccc2)c(=O)[nH]c1=O)c1ccccc1,1,.
CC(=NCC1CCCO1)c1c(O)n(-c2ccccc2C)c(=O)[nH]c1=O (stereo unspecified),-3,.
C=CCn1c(O)c(C(CC)=Nc2cccc(C(=O)O)c2)c(=O)[nH]c1=O,-7,.
O=c1[nH]c(=O)n(CCC2=CCCCC2)c(O)c1/C=N/Nc1cccc2ccccc12,5,.
C/C(=N\NP(=S)(c1ccccc1)c1ccccc1)c1ccc(O)cc1O,-4,.
CN1C(=O)N(C)C(=O)C2(Cc3ccccc3N3CCCC32)C1=O (stereo unspecified),-17,.
COc1cc(CN=C(C)c2c(O)n(C3CCCCC3)c(=O)[nH]c2=O)cc(OC)c1,-9,.
CCC1C(c2ccccc2)NC(c2ccccc2)CC1(O)c1ccc(F)cc1 (stereo unspecified),7,.
Cc1ccc2c(c1)C1CN(C)CCC1N2C(=O)c1cccnc1Cl (stereo unspecified),-6,.
c1nc2nc3c(c(N4CCNCC4)n2n1)CCCC3,-8,.
CCC(=NCc1cc(OC)cc(OC)c1)c1c(O)n(C2CCCCC2)c(=O)[nH]c1=O,0,.
CC(C(=O)c1c[nH]c2ccccc12)N1CCN(C(=O)c2ccco2)CC1 (stereo unspecified),-1,.
c1ccc(CNc2c3c(nc4ccccc24)CCC3)cc1,4,.
O=C1NC(=O)N(Cc2ccc(F)cc2)C(=O)/C1=C\c1ccoc1,9,.
CCC(=NCC1CCCO1)c1c(O)n(-c2ccc(OC)cc2)c(=O)[nH]c1=O (stereo unspecified),-5,.
CNC(=S)N(C)CCc1cc2c(c(OC)c1/C=C1/C(=O)NC(=O)N(C)C1=O)OCO2,-10,.
C=CCn1c(O)c(/C(C)=N/N2CCCCC2)c(=O)[nH]c1=O,1,.
COCc1cc(OC(=O)N(C)C)nc(-c2ccccc2)n1,-7,.

# 3 entries out of the list, arranged by formula weight, falling.
SMILES,S1P3 antag,ROMK primary
CC(C(=O)c1c[nH]c2ccccc12)N1CCN(C(=O)c2ccco2)CC1 (stereo unspecified),-1,.
C=CCn1c(O)c(C(CC)=Nc2cccc(C(=O)O)c2)c(=O)[nH]c1=O,-7,.
O=C1NC(=O)C(=Cc2ccc(Sc3ccccc3)o2)C(=O)N1,1,.

# More structures:
SMILES,S1P3 antag,ROMK primary
O=c1c2ccccc2nc(/C=C/c2ccc(O)cc2)n1-c1ccccc1O,7,.
COc1ccc(CN2C(=O)NC(=O)/C(=C/c3ccc(OC)c(OC)c3OC)C2=O)cc1,1,.
C=CCn1c(O)c(C(CC)=NCc2ccc3c(c2)OCO3)c(=O)[nH]c1=O,3,.
CCN(CC)CCN=Cc1c(O)n(Cc2ccco2)c(=O)[nH]c1=O,1,.
CSc1ccc(C(=O)C2CCCN(Cc3ccn[nH]3)C2)cc1 (stereo unspecified),-12,.
CC1(C)Cc2c(C#N)c(N3CCNCC3)nc(-c3ccco3)c2CS1,-13,.
COC(=O)CN1C(=O)CN=C(c2ccccc2Cl)c2cc(Br)ccc21,2,.
COc1ccc(-c2nn(CCC#N)cc2C(=O)Nc2ccccc2Br)cc1[N+](=O)[O-],-5,.
COc1ccc(C2=CC(c3ccc(OC)c(OC)c3)c3c(c4ccccc4oc3=O)O2)cc1OC (stereo unspecified),13,.
O=C1CC(=O)N(Cc2ccccc2)C(=O)N1CCCCCCN1C(=O)CC(=O)N(Cc2ccccc2)C1=O,-8,.
O=C1NC(=O)C(=C/C=C/c2coc3ccc(Br)cc3c2=O)C(=O)N1,-15,.
CCCC[N+]12CCC(CC1)C(Cc1ccccc1)C2 (stereo unspecified),-8,.
O=C(O)CC1OCC=C2CN3CCC45C6=CC(=O)C(=O)C([N+](=O)[O-])=C6NC4C1C2CC35 (stereo unspecified),0,.
Cc1ccc(CN2CCCC(C(=O)c3ccc4c(c3)OCO4)C2)cc1C (stereo unspecified),18,.
COc1cc2nc(CN3CC=C(c4ccccc4)CC3)[nH]c(=O)c2cc1OC,-24,.
Cc1ccc(C)c(NC(=S)NCCc2cnc[nH]2)c1,-5,.
CCCCCCn1c(=O)c(C(=O)Nc2c(C)n(C)n(-c3ccccc3)c2=O)c(O)c2ccccc21,-4,.
CN1CCC2(O)OCCCC2C1 (stereo unspecified),-6,.
CCOP(=O)(Cc1cc(C(C)=O)c(C)o1)OCC,-7,.
CCOP(=O)(Cc1cc(C(=O)CC)c(C)o1)OCC,-1,.
CNC(=S)N(C)CCc1cc2c(c(OC)c1C=C1C(=O)NC(=O)NC1=O)OCO2,0,.
C[N+]12CCC(CC1)C(C(O)(c1cccc(Cl)c1)c1cccc(Cl)c1)C2 (stereo unspecified),-5,.
O=C1NC(=O)N(c2ccccc2)C(=O)/C1=C\C=C\c1ccccc1,-8,.
O=C1NC(=O)N(CCc2ccc(F)cc2)C(=O)/C1=C/C=C/c1ccccc1,6,.
O=C(Nc1ccccc1Cl)OC1CN2CCC1CC2 (stereo unspecified),2,.
# (continued)
SMILES,S1P3 antag,ROMK primary
CS(=O)(=O)NNP(=O)(NNS(C)(=O)=O)NC(=O)c1ccccc1,-6,.
COc1cc(C=C2C(=O)NC(=O)NC2=O)cc(OC)c1OC,-15,.
N#CC1=C(N)Oc2c(c(=O)oc3ccccc23)C1c1ccc(OC(=O)N2CCOCC2)cc1 (stereo unspecified),6,.
O=[N+]([O-])c1cc([As](=O)(O)c2ccc(O)c([N+](=O)[O-])c2)ccc1O,-4,.
CC/C(=N\Nc1ccccc1)c1c(O)[nH]c(=O)[nH]c1=O,7,.
CCOP(=O)(OCC)/C(C#N)=C/c1ccc(Br)cc1,14,.
CN1C(=O)C(=Cc2coc3ccccc3c2=O)C(=O)N(C)C1=O,2,.
COc1nc(NCC2CCCO2)nc(N2CC3CC(C2)c2cccc(=O)n2C3)n1 (stereo unspecified),-15,.
NC(=O)c1ccc(N=Cc2c(O)n(Cc3ccco3)c(=O)[nH]c2=O)cc1,-7,.
Cc1cc(C)cc(N2C(=O)/C(=C\c3ccc(N4CCN(C)CC4)o3)C(=O)NC2=S)c1,1,.
O=c1[nH]c(=O)n(CCc2ccc(F)cc2)c(O)c1/C=N/N1CCCCC1,-5,.
Oc1cccc2nc3ccccc3nc12,1,.
O=C1NC(=S)NC(=O)C1=Cc1cccc2cc3ccccc3cc12,2,.
O=C1NC(=O)N(c2ccc3c(c2)OCO3)C(=O)/C1=C\c1ccc(-c2ccccc2C(=O)O)o1,1,.
CC1CCN(c2cc(Br)c([N+](=O)[O-])cc2F)CC1,-4,.
CC(=O)Nc1cccc([As](=O)(c2cccc(NC(C)=O)c2)c2cccc(NC(C)=O)c2)c1,-4,.
COc1ccccc1N1C(=O)NC(=O)/C(=C/c2ccc([N+](=O)[O-])s2)C1=O,1,.
O=c1[nH]c(=O)n(-c2ccc(F)cc2)c(O)c1C=NCCN1CCCCC1,-8,.
CCCCNC(=O)CN1C(=O)CN=C(c2ccccc2)c2ccccc21,-9,.
CC1CC(OC(=O)c2ccccc2)(c2ccccc2)C(C)CN1C (stereo unspecified),-24,.
Nc1c(C(=O)NCC2CCCO2)c2nc3ccccc3nc2n1Cc1ccco1 (stereo unspecified),-2,.
COc1cc2c(cc1OC)C(C(=O)NC(C)C)C1CCCCN1C2=O (stereo unspecified),9,.
CC/C(=N\Nc1ccccc1)c1c(O)n(-c2ccc(OC)cc2)c(=O)[nH]c1=O,15,.
O=C1/C(=C\c2ccccc2)C2OCC=C3CN4CCC56c7ccccc7N1C5C2C3CC46 (stereo unspecified),0,.
Cc1cccn2c(=O)c3c(nc12)N1CCCCCC1C1(C3)C(=O)N(C)C(=O)N(C)C1=O (stereo unspecified),4,.
# Other records:
SMILES,S1P3 antag,ROMK primary
NNC(=O)CN1C(=O)CN=C(c2ccccc2)c2cc(Br)ccc21,-7,.
Cn1c(O)c(/C=N/N2CCOCC2)c(=O)[nH]c1=S,1,.
Cc1ccc2c(c1)=NC(=O)/C(=C/c1c(O)[nH]c(=O)[nH]c1=O)C=2,-18,.
CN1C2CCC1C(COC(=O)c1ccccc1)C(O)C2 (stereo unspecified),6,.
Fc1cccc(F)c1-c1nc(-c2ccc(Cl)cc2)no1,-7,.
CCCCCCC(=O)N/N=C/c1c(O)n(C2CC2)c(=S)[nH]c1=O,-7,.
CCOP(=O)(Cc1ccc(C(=O)CC)o1)OCC,4,.
C=CCn1c(O)c(C(C)=NC2CCN(Cc3ccccc3)CC2)c(=O)[nH]c1=O,-2,.
COc1ccccc1[As](=O)(O)CC(O)COc1ccc(Cl)cc1Cl (stereo unspecified),-5,.
O=c1[nH]c(=S)n(C2CC2)c(O)c1C=NCCN1CCOCC1,1,.
C=CCn1c(O)c(C(CC)=NCc2ccco2)c(=O)[nH]c1=O,8,.
CCOP(=O)(OCC)C(NC(=O)c1cccc(C)c1)C(Cl)(Cl)Cl (stereo unspecified),-24,.
COP(=O)(Cc1ccc(C#N)o1)OC,2,.
CCn1c(O)c(N=Nc2cccc(S(=O)(=O)N3CCOCC3)c2)c(=O)n(CC)c1=S,-6,.
C=CCn1c(O)c(C=NC2CCN(Cc3ccccc3)CC2)c(=O)[nH]c1=O,-4,-1.4
CN1C(=O)/C(=C/C=C/c2ccco2)C(=O)NC1=S,-9,-0.8
CCC(=NCc1cccnc1)c1c(O)n(-c2ccc(Cl)cc2)c(=O)[nH]c1=O,9,0.84
O=C(Cc1ccc([N+](=O)[O-])cc1)N1CCN(Cc2ccc3c(c2)OCO3)CC1,10,-0.9
CCC(=NCc1cccnc1)c1c(O)n(-c2ccccc2C)c(=O)[nH]c1=O,-17,0.0038
CCCCC(=O)N/N=C/c1c(O)n(Cc2ccc(F)cc2)c(=O)[nH]c1=O,2,-0.025
C=CCn1c(O)c(C(C)=Nc2cccc(C(F)(F)F)c2)c(=O)[nH]c1=O,0,-0.0062
CNC(=O)O/N=C(\N)Cc1csc2ccc(Cl)cc12,11,-0.8
O=c1c2ccccc2nc(CNc2ccccc2)n1-c1ccccc1,-4,0.73
CC(C)(C#CCCCCC#CC(C)(C)[N+](C)(C)C)[N+](C)(C)C,-10,-0.66
COc1ccc(O)c2c(=O)c3c(OC)cc4c(c3oc12)C1C=COC1O4 (stereo unspecified),5,0.73

# Filtered by structure: the entries above with an aryl thioether with sulfur outside any ring
SMILES,S1P3 antag,ROMK primary
O=C1NC(=O)C(=Cc2ccc(Sc3ccccc3)o2)C(=O)N1,1,.
CSc1ccc(C(=O)C2CCCN(Cc3ccn[nH]3)C2)cc1 (stereo unspecified),-12,.

# Back to the main list with the four entries that preceded the break.
SMILES,S1P3 antag,ROMK primary
CNC(=O)O/N=C(\N)Cc1csc2ccc(Cl)cc12,11,-0.8
O=c1c2ccccc2nc(CNc2ccccc2)n1-c1ccccc1,-4,0.73
CC(C)(C#CCCCCC#CC(C)(C)[N+](C)(C)C)[N+](C)(C)C,-10,-0.66
COc1ccc(O)c2c(=O)c3c(OC)cc4c(c3oc12)C1C=COC1O4 (stereo unspecified),5,0.73
COC(=O)c1cccc(N=Cc2c(O)n(Cc3ccc(F)cc3)c(=O)[nH]c2=O)c1,12,0.35
O=C(NC1CCCCC1)Oc1cc2oc(=O)sc2cc1Cl,-10,0.27
COc1ccc(OC)c(-n2c(O)c(/C=C3\C(C)=Nc4ccccc43)c(=O)[nH]c2=O)c1,4,0.23
O=C(N/N=C/c1c(O)n(Cc2ccco2)c(=O)[nH]c1=O)c1ccccc1O,6,-0.48
NCCc1c[nH]c2ccc(OCc3ccccc3)cc12,6,-0.84
NNP(=O)(CC(=O)c1ccccc1)c1ccccc1 (stereo unspecified),-8,-0.05
CCC(C)n1c(O)c(/C=N/Nc2nc3c(c(=O)n(C)c(=O)n3C)n2C)c(=O)[nH]c1=S (stereo unspecified),1,0.81
Cc1cc(/C=C2\C(=O)NC(=O)N(Cc3ccco3)C2=O)c(C)n1-c1ccc(C(=O)O)cc1,4,0.38
CCC(=Nc1ccc2c(c1)CCC2)c1c(O)n(-c2ccc(OC)cc2)c(=O)[nH]c1=O,-8,0.46
O=c1[nH]c(=O)n(-c2ccc(Br)cc2)c(O)c1C=NC(CO)(CO)CO,6,0.22
Cc1cc(OC(=O)N(C)C)nc(-c2ccc(C)c(Cl)c2)n1,2,-0.13
O=c1[nH]c(O)c(C=Nc2ccccc2Oc2ccccc2)c(=O)[nH]1,-4,0.14
COC(=O)NC(=C(Cl)Cl)P(=O)(c1ccccc1)c1ccccc1,-22,0.42
Cn1c(O)c(C(=Nc2ccccc2)SCc2ccccc2Cl)c(=O)n(C)c1=O,-6,0.028
CC1(C)N2CC3([N+](=O)[O-])CN1CC([N+](=O)[O-])(C2)C3,-4,0.34
O=c1oc2ccccc2c(O)c1[C@H]1c2ccc(O)cc2Oc2c1c(=O)oc1ccccc21,16,-1.2
COc1ccc(-n2c(O)c(/C(C)=N/N3CCCCCC3)c(=O)[nH]c2=O)cc1,-2,0.12
O=C(N/N=C/c1c(O)n(CCc2ccccc2)c(=O)[nH]c1=O)c1ccccc1O,2,0.93
CSc1nc2ccc(C)cc2c(=O)n1-c1cccnc1,11,-0.22
CNC(=O)O/N=C(\N)Cc1csc2ccccc12,-4,0.16
CCN(CC)c1ccc(/C=C2\C(=O)NC(=S)N(C)C2=O)o1,-2,-6.3*
c1ccc(C2CN3CCC2CC3)cc1 (stereo unspecified),-9,1.3

# Screening results from PubChem.

# Only part of the results is shown. The share of hits here may be higher or lower than overall.
